UBC13 inh: UBC13 polyubiquitin chain formation inhibitors, primary screen, biochemical, TR-FRET, uHTS. Ubiquitin-conjugating enzyme E2 N (Homo sapiens), P61088. inhibition, % at 20 µM. 330,000 tested, 0.47% active; in the data active = inhibition above about 45%, passing the limit was not always enough
Target sequence (P61088 whole entry, looked up): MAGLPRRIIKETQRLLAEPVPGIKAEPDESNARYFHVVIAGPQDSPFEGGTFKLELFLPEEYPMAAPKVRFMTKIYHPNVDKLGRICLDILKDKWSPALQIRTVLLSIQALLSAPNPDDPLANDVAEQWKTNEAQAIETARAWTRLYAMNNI
EBI2 block: EBI2 receptor antagonists, beta-arrestin recruitment, primary screen, cell-based, luminescence, 7a,25-OHC stimulation, uHTS. inhibition, % at 5 µM. 360,000 tested, 0.81% active. G-protein coupled receptor 183 (Homo sapiens), P32249. AID 651636, 2012. 7a,25-OHC stimulated; in the data active = inhibition above about 38%;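 also: enzyme fragment complementation signal reports receptor beta-arrestin coupling in cells; 0% = agonist plus DMSO wells and 100% = wells without agonist; some results beyond the cut were filed as inactive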
Target sequence (P32249 whole entry, looked up, the tested form may be a part): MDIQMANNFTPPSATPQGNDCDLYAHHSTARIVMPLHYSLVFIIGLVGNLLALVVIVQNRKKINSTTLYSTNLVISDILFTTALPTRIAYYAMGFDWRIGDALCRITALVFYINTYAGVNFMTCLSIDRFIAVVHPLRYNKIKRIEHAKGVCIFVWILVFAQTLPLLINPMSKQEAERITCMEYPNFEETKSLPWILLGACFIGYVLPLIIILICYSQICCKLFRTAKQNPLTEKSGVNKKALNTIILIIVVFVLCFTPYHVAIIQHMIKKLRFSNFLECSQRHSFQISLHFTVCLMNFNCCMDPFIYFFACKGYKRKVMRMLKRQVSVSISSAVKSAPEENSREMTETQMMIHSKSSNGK
Jurkat NFkB inh: inhibitors of induced NF-kB luciferase reporter, primary screen, TCR NF-kB activation inhibitor project, cell-based, luminescence, uHTS; Jurkat, PMA/ionomycin-induced NF-kB luciferase reporter; inhibition, % at 4 µM; 330,000 tested, 0.53% active; AID 435003, 2010
Apaf1 inhib: inhibitors of human Apaf-1 apoptosome, primary screen, biochemical, DEVD-Rh110 fluorescence, uHTS | Apoptotic protease-activating factor 1 (Homo sapiens), O14727 | reconstituted apoptosome caspase-3 activity | inhibition, % at 20 µM | 330,000 tested, 0.71% active; active = inhibition of at least 40% at 20 µM;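 also: plate controls were DMSO wells for no effect and DEVD-CHO caspase inhibitor wells for full effect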
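Medium: Hepes buffer, pH 7.5 / System: biochemical Apaf-1 apoptosome reconstitution / Measured by: Rh110 fluorescence, excitation 480 nm, emission 540 nm / Times: compound with Apaf-1, dATP, procaspase-3 30 min, then 50 min reaction, room temperature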
697 NFkB inh: inhibitors of PMA/ionomycin-induced NF-kB reporter, 697 cells, primary screen, B-cell NF-kB inhibitor project, cell-based, luminescence, uHTS; 697 B-cell NF-kB luciferase reporter, 16 h; inhibition, % at 4 µM; 330,000 tested, 0.33% active; in the data active = inhibition above about 35%
Gli-Sufu block: Gli-Sufu pathway antagonists, primary screen, luciferase luminescence, Sufu-KO-LIGHT cells, uHTS; Sufu-KO-LIGHT fibroblasts, Gli luciferase reporter luminescence; inhibition, % at 5 µM; 340,000 tested, 0.74% active;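 active = inhibition above about 55%, limit read from the data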;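 also: 0% = DMSO-treated cells and 100% = wells with medium but no cells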
SENP8 block: SENP8 protease inhibitors, primary screen, biochemical, luminescence. 330,000 tested, 1.2% active. Sentrin-specific protease 8 (Homo sapiens), Q96LD8. purified SENP8, Z-RLRGG-aminoluciferin cleavage. AID 2540, 2010. inhibition, % at 10 µM
Target sequence (Q96LD8 whole entry, looked up): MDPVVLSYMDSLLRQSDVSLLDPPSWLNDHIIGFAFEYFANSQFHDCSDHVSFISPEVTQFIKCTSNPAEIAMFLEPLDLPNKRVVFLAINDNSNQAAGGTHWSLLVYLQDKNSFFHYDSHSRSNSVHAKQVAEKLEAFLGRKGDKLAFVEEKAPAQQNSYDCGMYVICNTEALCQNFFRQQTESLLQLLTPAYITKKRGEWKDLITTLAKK
CCR6 antagonist: CCR6 receptor antagonists, primary screen, cell-based, CHO-K1, luminescence, beta-arrestin, uHTS; CHO-K1 CCR6 PathHunter beta-arrestin, CCL20-stimulated; inhibition, % at 20 µM; 340,000 tested, 0.49% active; AID 493098, 2011;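 active = compounds whose inhibition of the agonist-driven luminescence signal at 20 µM reaches about 50%, limit read from the data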;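 also: cells stimulated with CCL20 at 14 nM final; plate controls were DMSO with CCL20 for no effect and DMSO without agonist for full effect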
* marks the source's active call; other numbers are inactive results; nt = not tested or not shown. Rule as the data show it, unless noted: active = inhibition above about 50%; inactive = the rest. The list is partial; rates above refer to the full screens.

SMILES	UBC13 inh	EBI2 block	Jurkat NFkB inh	Apaf1 inhib	697 NFkB inh	Gli-Sufu block	SENP8 block	CCR6 antagonist
CCc1ccc(-c2cn(C3CCCCC3)c(=S)[nH]2)cc1	9	32	-80	7	-36	30	3	11
Cc1cc(C)nc(SCC(=O)O)n1	1	-3	10	-1	-2	13	-3	-18
CCCCCCN1CC(=O)N2Cc3[nH]c4ccccc4c3C[C@H]2C1=O	9	10	3	11	7	11	4	-2
Cc1ccc(CCNC(=O)c2cc(-c3ccncc3)nc3ccc(S(=O)(=O)N4CCOCC4)cc23)cc1	2	5	-2	23	-19	2	0	16
COc1ccc(Cl)cc1S(=O)(=O)NC(C)C(=O)NCc1cccnc1 (centres undefined)	-1	-1	-11	-5	11	-3	-2	6
CCCN1C(=O)COc2ccc(C(=O)c3ccccc3C(=O)O)cc21	0	-9	-6	5	16	-33	1	10
COCC(C)NC(=O)CSc1nc2cc(S(=O)(=O)N3CCCCC3)ccc2o1 (centres undefined)	10	-5	15	-9	7	4	-2	6
COc1ccc(/C=C2/SC(=S)N(CCCC(=O)Nc3ccc(O)cc3)C2=O)cc1	-7	11	-16	-12	71*	57*	-3	21
COc1ccc(CCN=C(N)NS(=O)(=O)c2cccs2)cc1OC	-4	2	-10	1	-11	-9	-11	-2
N#Cc1cccc(CSc2nnc(CCCO)n2-c2ccccc2)c1	7	-3	-7	1	11	7	1	5
Cc1ccc(-c2nc3ncccc3o2)cc1NC(=O)CC(C)C	-2	-11	-10	-4	-5	-6	0	7
CC1CCCCN1C(=O)Cn1c(=O)n(C2CCCCC2)c(=O)c2ccccc21 (centres undefined)	3	-3	8	-1	14	-5	6	19
Clc1ccc(-c2nnc(-c3ccc(Br)cc3)c(N3CCSCC3)n2)cc1	4	9	-3	24	-15	2	-4	29
Cc1cccc(COc2ccccc2C(=O)OCC(=O)N(C)c2c(N)n(Cc3ccccc3)c(=O)[nH]c2=O)c1	-2	3	12	22	-3	-4	3	22
CCCN=C1N(C)C[C@@H]2[C@@H]3C(=O)N(Cc4ccccc4)C(=O)[C@@H]3[C@](C)(C(=O)OC)N12	nt	3	nt	11	-23	1	nt	-2
CCOC(=O)C(=CNc1ccc(C(F)(F)F)cc1Cl)C(=O)OCC	-4	7	-11	3	-11	-9	-13	2
CCOC(=O)C(Sc1nn(C)c(=S)s1)C(C)=O (centres undefined)	0	-6	0	-6	15	0	-1	-1
COc1ccc(OC)c(/C=C/C(=O)Nc2ccc3c(c2)CCC3)c1	8	14	-16	4	21	-9	-9	8
O=C(c1cccc(Cl)c1)c1nn(-c2ccccc2)c(=O)cc1C(F)(F)F	34	1	1	13	-8	1	-1	20
CCN(CC)C(=O)COc1ccc(/C(C)=N/NC(=O)c2ccccc2Br)cc1	-13	-2	-17	4	-5	0	-9	4
O=C(NCCc1ccc(O)cc1)c1ccc(Cl)cc1	6	0	-69	3	-110	0	-2	4
CCN1C(=O)[C@H]2[C@@H](c3ccc(-c4ccc5c(c4)OCO5)c(OC)c3)N[C@@](CC(C)C)(C(=O)OC)[C@H]2C1=O	-5	11	29	21	7	3	-1	7
Cc1cc(O)c(C(=O)c2ccccc2C(=O)O)cc1C	-4	-2	-5	-4	-10	10	-7	14
CSc1nc(=S)cc(C)[nH]1	20	-3	-2	-13	0	4	-2	-1
COc1ccc(CC(=O)NNC(=O)c2cccs2)cc1	0	-12	0	-7	-7	-8	0	5
Cc1cccc2c3c([nH]c12)C(=O)CC(C)(C)S3	26	2	7	9	2	0	-1	-5
O=C(NCCOc1ccc(F)cc1)C1CCC(=O)N(CC2CCCCC2)C1 (centres undefined)	-11	19	-15	5	-42	2	-15	8
O=C(N/N=C/c1cccnc1)c1sc2ccccc2c1Cl	-2	-12	8	7	15	3	-7	5
CCC(C(=O)Nc1ccccc1-c1ccccc1)c1ccccc1 (centres undefined)	-7	16	-5	12	-10	-2	-6	3
CCOc1cc(CNc2ncn[nH]2)ccc1OCC(=O)NC(C)(C)C	6	-5	-3	-22	11	20	3	5
C=CC(C)(C)c1c(O)c(CC=C(C)C)c(O)c2c(=O)c3ccc(O)c(O)c3oc12	-20	3	-4	-4	-11	38	-16	-6
CN1CCN(C(=O)C23CC4CC(C)(CC(C)(C4)C2)C3)CC1	0	-4	-5	2	8	5	-6	5
Cc1cc(C(=O)NCC(C)C)c2ccccc2n1	-4	-4	-14	-1	-19	0	-2	2
NC(=O)C1CCN(C2=C(NS(=O)(=O)c3ccc(Cl)cc3)C(=O)c3ccccc3C2=O)CC1	-99	-12	-6	38	-12	1	6	17
Cc1cc(-c2ccc(S(=O)(=O)N3CCN(C)CC3)s2)on1	-2	0	10	-6	7	-8	9	11
CCOC(=O)C1=NOC(Cn2cc(C#N)c(=O)n(C)c2=O)C1 (centres undefined)	2	-3	-11	4	1	0	-10	2
Cc1ccc(C2NC(c3ccc(C)cc3)C(C)C(=O)C2C)cc1 (centres undefined)	-1	-4	-21	3	-43	7	1	17
Cc1ccc(Cn2c(N3CCNCC3)nc3c2c(=O)[nH]c(=O)n3C)cc1	5	0	-1	-12	0	6	3	18
Cc1ccccc1/[N+]([O-])=C/c1cccs1	-1	-7	10	6	7	-1	4	5
CCN1CCn2c1nc(N1CCCCC1)nc2=O	0	0	19	-7	2	-22	1	-1
CN1CCN(C(=O)CN2C(=O)NC(C)(c3ccc4ccccc4c3)C2=O)CC1 (centres undefined)	3	-8	3	-4	11	2	-1	-4
O=C(CCCN1C(=O)c2ccccc2C1=O)Nc1sc2c(c1C(=O)NCc1ccco1)CCC2	-13	14	14	13	5	7	-12	9
N#CCC(CNc1ncc(C(F)(F)F)cc1Cl)OC(=O)c1cccc([N+](=O)[O-])c1 (centres undefined)	10	12	66*	14	16	49	-2	12
Cc1cc(NC(=O)c2ccco2)ncc1NC(=O)Cc1ccccc1	-2	-4	-24	-3	-13	-40	7	-20
COc1cc(OC)c2ccc(=O)oc2c1C(CCN1CCN(c2ccccc2)CC1)c1ccc2c(c1)OCO2 (centres undefined)	18	15	8	18	19	25	6	7
COc1ccc(S(=O)(=O)N2CCOCC2)cc1NC(=O)CSc1nnc(C2CC2)n1C	10	-4	-1	-10	1	1	-2	-2
Cc1cccc(/N=C2/NC(=O)C(Cc3ccccc3)S2)n1 (centres undefined)	-14	-3	-16	11	-33	0	-6	8
Cc1ccccc1CNC(=O)COc1ccccc1	-1	0	-3	-1	-8	-17	-1	13
CCOc1ccc(C/C(N)=N/n2cnnc2)cc1	4	-13	2	-28	-3	1	-3	-12
O=C(Nc1cccc(S(=O)(=O)N2CCCCC2)c1)C1COc2ccccc2O1 (centres undefined)	2	-1	-3	4	10	1	-2	13
O=[N+]([O-])c1ccc(N2CCCCC2)cc1	-16	-7	-16	-7	-38	-33	-7	16
COc1cc2c(cc1OC)C(C(=O)N1CCCCC1)C(c1ccccc1F)N(C)C2=O (centres undefined)	-1	-6	0	-4	10	5	2	2
CC1CCN(C(=O)CSc2ccc(-c3ccc4c(c3)OCCO4)nn2)CC1	-7	-4	-17	4	-14	3	-11	5
CCOc1ccc(NC(=O)Cn2c(=O)oc3ccccc32)cc1	2	-15	-29	16	5	4	-8	12
CC[C@]12c3[nH]c4cc(CCC(=O)N(C)C)ccc4c3CCN1C(=O)[C@@H](CC(=O)NCCC1=CCCCC1)C[C@@H]2C(=O)N1CCN(C(=O)C2CC2)CC1	nt	-4	nt	6	21	1	nt	14
O=C(NCCN1CCOCC1)C1CC(=O)N(c2ccc(Cl)cc2)C1 (centres undefined)	4	1	3	1	10	-15	-6	8
CC(C)CCNC(=O)c1c[nH]c2ccc(S(=O)(=O)N3CCC4(CC3)OCCO4)cc2c1=O	10	-12	15	1	-3	2	2	6
CCCCc1nc2cc(C(=O)N3CCN(c4cnccn4)CC3)ccc2o1	2	-7	8	-22	10	-1	2	8
Cc1ccc(S(=O)(=O)Nc2cc(S(=O)(=O)N3CCOCC3)ccc2NCC2CCCO2)cc1 (centres undefined)	-18	12	4	-1	18	-4	-8	3
Cc1ccc(Cn2c(SCCN3CCCCC3)nc3c2c(=O)[nH]c(=O)n3C)cc1	5	2	-21	11	-5	7	-7	10

Profiles from above. Values in the order: UBC13 inh | EBI2 block | Jurkat NFkB inh | Apaf1 inhib | 697 NFkB inh | Gli-Sufu block | SENP8 block | CCR6 antagonist
`Cc1cccc(/N=C2/NC(=O)C(Cc3ccccc3)S2)n1` (centres undefined) is listed with -14 | -3 | -16 | 11 | -33 | 0 | -6 | 8
`O=C(NCCN1CCOCC1)C1CC(=O)N(c2ccc(Cl)cc2)C1` (centres undefined) is listed with 4 | 1 | 3 | 1 | 10 | -15 | -6 | 8
`COc1cc2c(cc1OC)C(C(=O)N1CCCCC1)C(c1ccccc1F)N(C)C2=O` (centres undefined) is listed with -1 | -6 | 0 | -4 | 10 | 5 | 2 | 2
`CC1CCN(C(=O)CSc2ccc(-c3ccc4c(c3)OCCO4)nn2)CC1` is listed with -7 | -4 | -17 | 4 | -14 | 3 | -11 | 5
`CC[C@]12c3[nH]c4cc(CCC(=O)N(C)C)ccc4c3CCN1C(=O)[C@@H](CC(=O)NCCC1=CCCCC1)C[C@@H]2C(=O)N1CCN(C(=O)C2CC2)CC1` is listed with nt | -4 | nt | 6 | 21 | 1 | nt | 14

The results go on:
SMILES	UBC13 inh	EBI2 block	Jurkat NFkB inh	Apaf1 inhib	697 NFkB inh	Gli-Sufu block	SENP8 block	CCR6 antagonist
COc1ccccc1NC(=O)COC(=O)Cc1c[nH]c2ccccc12	-6	-6	0	0	9	-3	6	4
CCOc1ccc(S(=O)(=O)Nc2cccc(C(=O)N3CCN(c4ccccc4O)CC3)c2)cc1	-13	-1	4	19	-6	-4	-11	10
COc1ccc(NC(=O)c2c(Nc3ccccc3)sc(C(=O)c3ccc(F)cc3)c2N)cc1	-15	0	-3	3	4	75*	2	22
O=C1CC(c2ccccc2)CC(O)=C1C=NCCc1ccccc1 (centres undefined)	-12	17	3	-3	15	4	0	6
Cc1sc(NC(=O)CCl)c(C(=O)c2ccccc2)c1C	0	-6	-17	24	6	0	0	-15
CC(C)(C)c1ccc(C(=O)OC/C(O)=C(\C#N)c2nc3ccccc3s2)cc1	-4	-12	13	4	-16	6	5	14
COC(=O)[C@@H](Cc1c[nH]c2ccccc12)NC(=O)c1cc(=O)[nH]c2ccccc12	-2	-6	6	2	-1	2	-1	5
COc1ccc(Nc2nnc(SCC(=O)N3CCCC3)s2)cc1	-10	0	-11	9	-27	10	-3	-1
O=C(Cn1cnc2cc([N+](=O)[O-])ccc2c1=O)Nc1ccc2c(c1)OCO2	-3	-11	3	7	25	2	1	-9
COc1c(-c2ccc([N+](=O)[O-])cc2[N+](=O)[O-])c(=O)n(C)c(=O)n1C	-22	9	-15	6	-17	nt	9	18
Nc1ccc(C(=O)OCC(=O)N2CCc3ccccc3C2)cc1[N+](=O)[O-]	4	1	9	-3	6	-7	-3	0
CCC(=O)N1CCN(CCN=CC2=C(O)CC(c3ccc(OC)cc3)CC2=O)CC1 (centres undefined)	1	-19	9	-1	-1	6	-2	17
CC1CCC2(CC1)NC(=O)N(CC(=O)NCc1cccs1)C2=O (centres undefined)	-14	-4	-9	0	-5	0	-11	7
Cc1onc(-c2ccccc2)c1C(=O)c1c[nH]c(C(=O)NCCCN2CCOCC2)c1	23	-2	18	-4	11	46	-8	-1
Cc1csc(=O)n1CCC(=O)OCC(=O)Nc1ccc(S(N)(=O)=O)cc1	4	2	-22	-2	-16	1	1	-1
CCCCc1nc(N2CCN(C(=O)c3ccco3)CC2)c(C#N)c2c1CCCC2	5	-7	-3	42*	-13	66*	-9	45

Bioassay records from PubChem BioAssay.
